NadD block – NadD (S. aureus) enzyme inhibition. purified NadD enzyme, colorimetric absorbance read-out. inhibition, % at 20 µM. hit rate 0.78% among 360,000. AID 602399; in the data active = inhibition above about 26%; note: some compounds past the cut are filed as inactive
CSN inh – inhibitors of human CSN-mediated cullin deneddylation | AID 651999 | hit rate 0.38% among 360,000 | Q92905 | Purified CSN, SCF-Nedd8-OG deneddylation, fluorescence polarization | inhibition, % at 12.5 µM;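 active = pattern-corrected inhibition above about 35%, with an unprinted fluorescence ratio check between 0.5 and 1.5, limit read from the data, passing the limit was not always enough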;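 note: 0% = enzyme with substrate and 100% = substrate without enzyme; some results filed as inactive read as strong as hits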
Target sequence (Q92905 whole entry, looked up, one chain of several): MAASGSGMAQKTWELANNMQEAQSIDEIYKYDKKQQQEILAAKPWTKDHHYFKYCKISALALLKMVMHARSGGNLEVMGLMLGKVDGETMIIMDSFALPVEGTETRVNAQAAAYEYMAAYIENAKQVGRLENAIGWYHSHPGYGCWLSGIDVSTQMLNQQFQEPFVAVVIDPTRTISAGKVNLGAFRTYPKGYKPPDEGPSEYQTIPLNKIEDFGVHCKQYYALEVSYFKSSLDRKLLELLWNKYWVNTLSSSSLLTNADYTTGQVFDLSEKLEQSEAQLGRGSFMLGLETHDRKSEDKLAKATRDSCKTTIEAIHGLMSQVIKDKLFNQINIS
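Test system: Human Csn5 produced in HEK293T cells | Compound: 12.5 µM single point | Times: 90 min, room temperature | Signal: Fluorescence polarization readout | Read-out basis: % inhibition of substrate cleavage by Csn5 | Controls: no-enzyme wells high, enzyme-with-substrate wells low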
Scp-1 inhibitor – blocks human Scp-1 phosphatase activity; Recombinant Scp1, phosphopeptide, malachite green phosphate absorbance; inhibition, % at 20 µM; hit rate 0.88% among 340,000;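 active = inhibition above about 50% at 20 µM, limit read from the data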;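 note: plate controls were DMSO wells with enzyme for no effect and wells lacking enzyme for full effect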
Target sequence (Q9GZU7 76-261 limits assumed): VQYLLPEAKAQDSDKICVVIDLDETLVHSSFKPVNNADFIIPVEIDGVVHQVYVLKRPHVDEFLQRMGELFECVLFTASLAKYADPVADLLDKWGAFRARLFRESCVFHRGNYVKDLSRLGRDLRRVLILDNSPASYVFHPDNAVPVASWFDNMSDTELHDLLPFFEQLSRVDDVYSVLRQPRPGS
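Test system: SCP-1 catalytic domain; Buffer or medium: Acidic Tris acetate buffer with magnesium and detergent; Also added: Phosphorylated 17-residue peptide substrate; Compound: single 20 µM dose, 1% DMSO; Schedule: enzyme reaction 45 min at room temperature, colour 5 min, stabilisation 30 min; Signal: Phosphate-binding colour reagent, absorbance read at 630 nm.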
Neddylation inh – cullin neddylation inhibition. P61081+Q13564. TR-FRET cullin neddylation, biochemical. calls only at 25 µM. hit rate 0.58% among 360,000. AID 651699; in the data active = inhibition above about 36%
DNMT1 inh – DNMT1 (human) enzyme inhibition | P26358 | DNMT1 molecular beacon, Hinp1I cleavage, fluorescence | inhibition (reported as % activation of signal), % at 10 µM | hit rate 0.83% among 360,000; in the data active = inhibition above about 50%
STEP inh – inhibitors of human striatal-enriched phosphatase STEP. hit rate 0.25% among 360,000. recombinant STEP, OMFP fluorogenic substrate, fluorescence. P54829. inhibition, % at 20 µM;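 active = inhibition at 20 µM, scaled per plate between control wells, above about 37%, limit read from the data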;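 note: 0% = DMSO with enzyme and substrate and 100% = substrate only without enzyme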
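System: STEP (striatal-enriched tyrosine phosphatase) enzyme, cell-free; medium: Bis-Tris pH 6.0 buffer with DTT, detergent; dosing: 20 µM, 1% DMSO; times: reaction 20 min, ambient temperature; detection: fluorescence, 480/540 nm; read-out basis: normalized % inhibition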
SUMO1-SIM PPI – modulators of human SUMO1-mediated protein-protein interactions | inhibition, % at 20 µM | hit rate 0.33% among 360,000 | SUMO1 binding to a labelled peptide, TR-FRET, 1 h | AID 602429 | P63165; in the data active = inhibition above about 37%
Target sequence (P63165 whole entry, looked up): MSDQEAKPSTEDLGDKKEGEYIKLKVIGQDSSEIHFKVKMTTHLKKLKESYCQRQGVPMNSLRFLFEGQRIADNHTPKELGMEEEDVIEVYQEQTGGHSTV
LMPTP block – blocks human LMPTP phosphatase | P24666 | recombinant LMPTP-A, OMFP fluorogenic substrate, fluorescence intensity | inhibition, % at 20 µM | hit rate 0.22% among 360,000;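 active = compounds that cut the enzyme signal by at least half of the control window in the single-dose screen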;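 note: plate controls were DMSO wells with enzyme plus substrate for no effect and substrate without enzyme for full effect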
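Test system: LMPTP-A phosphatase enzyme; input: 0.625 nM LMPTP-A final; reagent: OMFP substrate, 400 µM final; compound dosing: 20 µM single dose, 3% DMSO; incubation: 50 min dark incubation at room temperature; measured by: endpoint fluorescence intensity from OMFP dephosphorylation; measure: % inhibition relative to no-enzyme and uninhibited control wells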
Rpn11 inh – Rpn11 (human) deubiquitinase inhibition; calls only at 20 µM; AID 588493; human 26S proteasome, Ub4-pepOG fluorescence polarization; 20S core pre-blocked with epoxomicin; hit rate 0.59% among 360,000; O00487;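 active = inhibition at 20 µM, scaled to each plate's controls, above about 33%, limit read from the data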
Target sequence (O00487 whole entry, looked up): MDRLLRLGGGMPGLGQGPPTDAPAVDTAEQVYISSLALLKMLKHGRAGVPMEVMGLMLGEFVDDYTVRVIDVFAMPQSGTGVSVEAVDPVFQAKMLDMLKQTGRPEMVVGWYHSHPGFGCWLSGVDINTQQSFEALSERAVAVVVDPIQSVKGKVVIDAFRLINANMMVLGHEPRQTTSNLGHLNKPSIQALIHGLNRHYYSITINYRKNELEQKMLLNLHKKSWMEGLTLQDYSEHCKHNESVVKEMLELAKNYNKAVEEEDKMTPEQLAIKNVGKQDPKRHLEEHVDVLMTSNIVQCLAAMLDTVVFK
Rin1-Abl PPI inh – blocks binding of human Rin1 to Abl; AID 588664; TR-FRET Rin1/Abl binding, biochemical; inhibition, % at 7.35 µM; hit rate 0.4% among 360,000; in the data active = inhibition above about 5%, passing the limit was not always enough
Numbers without * were called inactive. Hits appear at their usual frequency; 3.8% or so of the library scored in one or more.

Cn1c(=O)c2c(nc(N3CCOCC3)n2CC(=O)C23CC4CC(CC(C4)C2)C3)n(C)c1=O was read as NadD block 6, CSN inh -3, Scp-1 inhibitor -5, Neddylation inh inactive, DNMT1 inh -1, STEP inh 8, SUMO1-SIM PPI 7, LMPTP block 0.1, Rpn11 inh inactive and Rin1-Abl PPI inh 10.
For Cc1ccc(C)c(N2CCN(c3ncnc4c3cnn4-c3ccccc3)CC2)c1 the results were NadD block 1, CSN inh -2, Scp-1 inhibitor 10, Neddylation inh inactive, DNMT1 inh 3, STEP inh 3, SUMO1-SIM PPI -3, LMPTP block 4.1, Rpn11 inh inactive and Rin1-Abl PPI inh 2.
Screening CCc1ccccc1NC(=O)[C@@H]1CCC(=O)N1C1OC(=O)c2c1ccc(OC)c2OC (stereo not given in full) returned NadD block 4, CSN inh -4, Scp-1 inhibitor -1, Neddylation inh inactive, DNMT1 inh 2, STEP inh -1, SUMO1-SIM PPI 2, LMPTP block -0.4, Rpn11 inh inactive and Rin1-Abl PPI inh 2.
`CCN(CC)C(=O)CC(c1ccc2c(c1)OCO2)c1c(O)cc(OC)cc1OC` (stereo not given) gave NadD block -4, CSN inh -4, Scp-1 inhibitor -11, Neddylation inh inactive, DNMT1 inh 4, STEP inh 3, SUMO1-SIM PPI 5, LMPTP block 1.1, Rpn11 inh inactive and Rin1-Abl PPI inh -1.
`COc1ccc(CC(=O)NNc2ncnc3c2cnn3-c2ccccc2)cc1` gave NadD block -4, CSN inh -4, Scp-1 inhibitor -2, Neddylation inh inactive, DNMT1 inh -2, STEP inh 3, SUMO1-SIM PPI 1, LMPTP block 2.9, Rpn11 inh inactive and Rin1-Abl PPI inh 1.
Screening O=C(CCCN1C(=O)/C(=C\c2ccccc2)SC1=S)Nc1cccc(C(=O)O)c1 returned NadD block 3, CSN inh 2, Scp-1 inhibitor -7, Neddylation inh inactive, DNMT1 inh 1, STEP inh -1, SUMO1-SIM PPI -24, LMPTP block 1.4, Rpn11 inh inactive and Rin1-Abl PPI inh 1.
Screening Cc1[nH]n(-c2ccccc2)c(=O)c1/C=N/NC(=O)c1cccc(F)c1 returned NadD block 4, CSN inh 3, Scp-1 inhibitor -10, Neddylation inh inactive, DNMT1 inh -7, STEP inh -1, SUMO1-SIM PPI 2, LMPTP block 1.1, Rpn11 inh inactive and Rin1-Abl PPI inh 1.
COc1ccc(C2SCC(=O)N2c2c(C)n(C)n(-c3ccccc3)c2=O)cc1OC (stereo not given) was read as NadD block -1, CSN inh -9, Scp-1 inhibitor -6, Neddylation inh inactive, DNMT1 inh -9, STEP inh -13, SUMO1-SIM PPI -1, LMPTP block -1.2, Rpn11 inh active and Rin1-Abl PPI inh 1.
COc1ccc(CCN2CC(C(=O)NCCc3ccccc3C(F)(F)F)CCC2=O)cc1 (stereo not given) was read as NadD block -6, CSN inh 3, Scp-1 inhibitor -5, Neddylation inh inactive, DNMT1 inh -2, STEP inh -2, SUMO1-SIM PPI 1, LMPTP block 0.3, Rpn11 inh inactive and Rin1-Abl PPI inh 1.
c1cc(-c2nnn(CCOCCn3nnc(-c4ccncc4)n3)n2)ccn1 was read as NadD block -8, CSN inh -4, Scp-1 inhibitor -13, Neddylation inh inactive, DNMT1 inh 1, STEP inh -2, SUMO1-SIM PPI 1, LMPTP block -1.3, Rpn11 inh inactive and Rin1-Abl PPI inh -3.
CN(C)CCCNC(=O)c1ccc(Cl)c(S(=O)(=O)N2CCCCCC2)c1 was read as NadD block -8, CSN inh -4, Scp-1 inhibitor 0, Neddylation inh inactive, DNMT1 inh 3, STEP inh -1, SUMO1-SIM PPI 1, LMPTP block -3.2, Rpn11 inh inactive and Rin1-Abl PPI inh 0.
`COc1ccc(NC(=O)C[C@H]2C(=O)N(c3ccc(Br)cc3)C[C@@H]2c2ccc(OC)cc2)cc1` gave NadD block -4, CSN inh 4, Neddylation inh inactive, DNMT1 inh -10, STEP inh -1, SUMO1-SIM PPI -2, LMPTP block 1.0, Rpn11 inh inactive and Rin1-Abl PPI inh -5.
`COc1ccc(C)cc1NC(=O)c1ccc2c(O)c(S(=O)(=O)c3ccccc3)c(=O)[nH]c2c1` gave NadD block 10, CSN inh -1, Scp-1 inhibitor 1, Neddylation inh inactive, DNMT1 inh -2, STEP inh 4, SUMO1-SIM PPI 25, LMPTP block 0.4, Rpn11 inh inactive and Rin1-Abl PPI inh 2.
For COCC(=O)Nc1nc2n(n1)C(c1ccc(OC)cc1)CC(c1ccc(OC)cc1)N2 (stereo not given) the results were NadD block -5, CSN inh -3, Scp-1 inhibitor -11, Neddylation inh inactive, DNMT1 inh 3, STEP inh 3, SUMO1-SIM PPI 6, LMPTP block -1.9, Rpn11 inh inactive and Rin1-Abl PPI inh 1.
Cc1ccc([N+](=O)[O-])cc1N1C(=O)CS/C1=N\NC(=O)c1cccnc1 was read as NadD block 5, CSN inh -2, Scp-1 inhibitor -1, Neddylation inh inactive, DNMT1 inh 1, STEP inh 0, SUMO1-SIM PPI -14, LMPTP block -1.8, Rpn11 inh inactive and Rin1-Abl PPI inh -2.
COc1ccc(-n2c(C)nc3c(cnn3-c3ccc(C)cc3)c2=O)cc1 was read as NadD block -2, CSN inh 1, Scp-1 inhibitor -6, Neddylation inh inactive, DNMT1 inh 5, STEP inh 0, SUMO1-SIM PPI 4, LMPTP block -2.2, Rpn11 inh inactive and Rin1-Abl PPI inh 3.
Screening COc1ccc(C(=O)O)cc1S(=O)(=O)NCc1ccccn1 returned NadD block -2, CSN inh -5, Scp-1 inhibitor -3, Neddylation inh inactive, DNMT1 inh 0, STEP inh -2, SUMO1-SIM PPI 5, LMPTP block 0.2, Rpn11 inh inactive and Rin1-Abl PPI inh 2.
Screening CC1CN(CCCCSc2ccccc2)CC(C)O1 (stereo not given) returned NadD block 0, CSN inh 8, Scp-1 inhibitor -1, Neddylation inh inactive, DNMT1 inh -1, STEP inh -3, SUMO1-SIM PPI 4, LMPTP block -1.7, Rpn11 inh inactive and Rin1-Abl PPI inh 0.
For CC(=O)Nc1ccc(-c2csc(NCCc3ccccc3)n2)cc1 the results were NadD block -3, CSN inh 4, Scp-1 inhibitor 0, Neddylation inh inactive, DNMT1 inh -14, STEP inh 1, SUMO1-SIM PPI -6, LMPTP block 2.4, Rpn11 inh inactive and Rin1-Abl PPI inh 2.
CN1C(=O)N(C)C2(c3ccccc3)N(C)C(=O)NC12c1ccccc1 (stereo not given) was read as NadD block 2, CSN inh 1, Scp-1 inhibitor -2, Neddylation inh inactive, DNMT1 inh 2, STEP inh 0, SUMO1-SIM PPI -2, LMPTP block -1.7, Rpn11 inh inactive and Rin1-Abl PPI inh 2.
Screening COc1c(Cl)cc(Cl)cc1CNc1ccc(S(N)(=O)=O)cc1 returned NadD block -8, CSN inh 1, Scp-1 inhibitor -5, Neddylation inh inactive, DNMT1 inh -1, STEP inh 1, SUMO1-SIM PPI 4, LMPTP block 1.4, Rpn11 inh inactive and Rin1-Abl PPI inh 1.
For COCCCn1cnnc1SC(C)C(=O)Nc1ccc(S(=O)(=O)N2CCOCC2)cc1 (stereo not given) the results were NadD block 2, CSN inh 0, Scp-1 inhibitor -5, Neddylation inh inactive, DNMT1 inh 2, STEP inh -5, SUMO1-SIM PPI 2, LMPTP block -1.2, Rpn11 inh inactive and Rin1-Abl PPI inh 1.
`Cc1ccc2c(c1)c(-c1ccccc1)nc1nnnn12` gave NadD block -7, CSN inh -2, Scp-1 inhibitor -5, Neddylation inh inactive, DNMT1 inh 3, STEP inh 4, SUMO1-SIM PPI -9, LMPTP block -0.5, Rpn11 inh inactive and Rin1-Abl PPI inh -2.
Screening CCC(=O)N(c1ccc(F)cc1)C1C=CS(=O)(=O)C1 (stereo not given) returned NadD block -16, CSN inh -5, Scp-1 inhibitor -11, Neddylation inh inactive, DNMT1 inh -4, STEP inh -1, SUMO1-SIM PPI 4, LMPTP block -0.9, Rpn11 inh inactive and Rin1-Abl PPI inh -6.
Screening O=C(NCC(=O)N1CCN(c2ncccn2)CC1)c1ccc(F)cc1 returned NadD block 8, CSN inh 3, Scp-1 inhibitor -8, Neddylation inh inactive, DNMT1 inh 3, STEP inh -2, SUMO1-SIM PPI -2, LMPTP block -1.4, Rpn11 inh inactive and Rin1-Abl PPI inh 2.
For COc1ccc(CCn2c(N)c(C(=O)NCc3ccco3)c3nc4ccccc4nc32)cc1OC the results were NadD block 11, CSN inh 38*, Scp-1 inhibitor -5, Neddylation inh inactive, DNMT1 inh 54*, STEP inh 3, SUMO1-SIM PPI 44*, LMPTP block 5.1, Rpn11 inh active and Rin1-Abl PPI inh 4.
For O=C1C(=O)N(CCCO)C(c2ccc(Br)cc2)/C1=C(\O)c1ccc(Br)cc1 (stereo not given) the results were NadD block 3, CSN inh 1, Scp-1 inhibitor -6, Neddylation inh inactive, DNMT1 inh 1, STEP inh 41*, SUMO1-SIM PPI -8, LMPTP block 0.7, Rpn11 inh inactive and Rin1-Abl PPI inh -5.
For CC(C)(C)NC(=O)C(c1ccc(Cl)cc1)N(Cc1ccco1)C(=O)CCl (stereo not given) the results were NadD block -3, CSN inh 3, Scp-1 inhibitor -7, Neddylation inh inactive, DNMT1 inh 5, STEP inh -3, SUMO1-SIM PPI 2, LMPTP block -0.6, Rpn11 inh inactive and Rin1-Abl PPI inh 0.

Arranged by heavy-atom count (rising): 4 of the compounds above.
Screening COc1ccc(C(=O)O)cc1S(=O)(=O)NCc1ccccn1 returned NadD block -2, CSN inh -5, Scp-1 inhibitor -3, Neddylation inh inactive, DNMT1 inh 0, STEP inh -2, SUMO1-SIM PPI 5, LMPTP block 0.2, Rpn11 inh inactive and Rin1-Abl PPI inh 2.
CN1C(=O)N(C)C2(c3ccccc3)N(C)C(=O)NC12c1ccccc1 (stereo not given) was read as NadD block 2, CSN inh 1, Scp-1 inhibitor -2, Neddylation inh inactive, DNMT1 inh 2, STEP inh 0, SUMO1-SIM PPI -2, LMPTP block -1.7, Rpn11 inh inactive and Rin1-Abl PPI inh 2.
Cc1ccc([N+](=O)[O-])cc1N1C(=O)CS/C1=N\NC(=O)c1cccnc1 was read as NadD block 5, CSN inh -2, Scp-1 inhibitor -1, Neddylation inh inactive, DNMT1 inh 1, STEP inh 0, SUMO1-SIM PPI -14, LMPTP block -1.8, Rpn11 inh inactive and Rin1-Abl PPI inh -2.
For O=C1C(=O)N(CCCO)C(c2ccc(Br)cc2)/C1=C(\O)c1ccc(Br)cc1 (stereo not given) the results were NadD block 3, CSN inh 1, Scp-1 inhibitor -6, Neddylation inh inactive, DNMT1 inh 1, STEP inh 41*, SUMO1-SIM PPI -8, LMPTP block 0.7, Rpn11 inh inactive and Rin1-Abl PPI inh -5.
